# Compound activity deposited in PubChem by NCI.
# Growth percent in the NCI-60 one-dose screen (48 h, 10 µM unless noted): 100 = growth as untreated, 0 = no growth, -100 = all killed.
# HL-60(TB) = HL-60(TB) leukemia cells; actives 9% (n = 78,000); active means growth percent below 10
# Active calls of the source: *; & = joins results of further samples; [ ] = dose if it differs, or a comment.
SMILES,HL-60(TB)
Cc1ccc(-c2nc3sc(C)nn3c2-c2nc3ccc(Cl)cc3[nH]2)cc1,78.2
Cc1ccc(NC(=S)NC(=O)c2cccs2)cc1,90.7
O=C(CCCCCN1CC(=O)N2[C@@H](c3ccc(Br)cc3)c3[nH]c4ccccc4c3C[C@H]2C1=O)NO,100.1
CC(C)CC(Br)C(=O)NCC(=O)NC(Cc1ccccc1)C(=O)O (stereo unspecified),97.5
CCCCC/C=C\C/C=C/CCCCCCCC1=NC(C)(CO)CO1 (stereo unspecified),90.2
NS(=O)(=O)c1ccc(Nc2nc(SCC(=O)c3ccccc3)nc3ccccc23)cc1,101.0
COc1ccc(-n2ncn(CCCCCCn3cnn(-c4ccc(OC)cc4)c3=O)c2=O)cc1,86.7
Nc1cc(N)ncn1,47.3
C[C@H](C(=O)N[C@@H](Cc1ccc(-c2ccc(S(=O)(=O)O)cc2)cc1)C(=O)NC1CC(C)(C)NC(C)(C)C1)c1ccc(-c2ccccc2)c(F)c1,101.2
CC(=O)c1ccc(-n2cc(CN3CCN(c4cc5c(cc4F)c(=O)c(C(=O)O)cn5C4CC4)CC3)nn2)cc1,99.0
COc1ccc(OCC(O)CN2CCN(c3ccccc3C)CC2)cc1 (stereo unspecified),80.9
Cc1cc(C)c(C#CC(=O)O)c(C)c1C,87.2
O=C1CSC(=S)N1/N=C/c1c(F)cccc1Cl,69.2
CC1=NC(C(=O)O)CC1 (stereo unspecified),65.7
Cc1nn2c(-c3nc4cc(Cl)c(F)cc4[nH]3)c(-c3ccccc3)nc2s1,101.3

# By substructure: the entries above containing fluorine (4)
SMILES,HL-60(TB)
C[C@H](C(=O)N[C@@H](Cc1ccc(-c2ccc(S(=O)(=O)O)cc2)cc1)C(=O)NC1CC(C)(C)NC(C)(C)C1)c1ccc(-c2ccccc2)c(F)c1,101.2
CC(=O)c1ccc(-n2cc(CN3CCN(c4cc5c(cc4F)c(=O)c(C(=O)O)cn5C4CC4)CC3)nn2)cc1,99.0
O=C1CSC(=S)N1/N=C/c1c(F)cccc1Cl,69.2
Cc1nn2c(-c3nc4cc(Cl)c(F)cc4[nH]3)c(-c3ccccc3)nc2s1,101.3

# (cont.)
SMILES,HL-60(TB)
CC(=O)Nc1cccc(Oc2ncccc2[N+](=O)[O-])c1,74.4
CC(=O)Nc1ccc([I+]c2ccc([N+](=O)[O-])cc2)cc1,109.1
Cc1cccc(C(=O)O)c1,143.1
COc1ccc([C@H]2[C@H](C(=O)Nc3cccc(C)c3)c3ccccc3C(=O)N2c2ccc(OC)cc2)cc1,115.2
C=C1C(=O)O[C@H]2[C@H]1CC/C(C=Nc1c(N)cc(C(F)(F)F)cc1C(F)(F)F)=C\CC[C@@]1(C)O[C@@H]21,-24.9*
Nc1nonc1-c1nc2ccccc2n1Cc1ccncc1,98.0
CNC1=C([N+](=O)[O-])C(c2ccc(OC)cc2)C(C#N)=C(c2cccs2)O1 (stereo unspecified),99.5
CCCCCCCCCCCCCCCC(=O)NN,86.6
O=C(NCCN1CCCCC1)n1cc(-c2ccncc2)c(-c2ccc(O)c(Cl)c2)n1,94.3
CCc1ccc2c(c1)N(CCO)C1=C(C(=O)OC1)C2c1cccc(Cl)c1 (stereo unspecified),-19.4*
O=C1C=CC(=O)N1c1cc(Cl)c(Cl)cc1Cl,80.4
CCCCNC(=S)NNC(=O)c1ccc(OCc2nc3ccc(Cl)cc3[nH]2)cc1,93.8
COc1ccc(CCNC(=O)c2c(C)n([O-])c3ccc(F)cc3[n+]2=O)cc1,101.7
CN(C)CCn1c2ccccc2c2nc3cc(C(F)(F)F)ccc3nc21,24.7
O=C(O)C1CCCN1C(=O)c1cccc(Cl)c1 (stereo unspecified),98.6
O=[N+]([O-])CC(c1ccco1)c1c(-c2ccccc2)[nH]c2ccccc12 (stereo unspecified),97.9
CC(C)=CC(=O)CC(C#N)(C#N)C(C#N)C#N,90.6
CN(Cc1ccccc1)c1nc(Cl)c(C2CC(c3ccccc3)=NN2c2ccccc2)s1 (stereo unspecified),100.1
O=C(Nc1ccccc1Cl)Oc1ccc2ccccc2c1,72.3
Cn1c(=O)c2[nH]c(SCC(=O)Nc3ccc(C(=O)/C=C/c4ccccc4Cl)cc3)nc2n(C)c1=O,98.6
Clc1ccc(NN(Cc2ccncc2)c2ccc(Cl)cc2)cc1,84.6
NC1=NNC(=O)C1,102.7
Cc1ccc2c(O)c(O)cc(NC(C)CCCN)c2n1 (stereo unspecified),28.3
COc1cc(/C=C(/C)C[N+](=O)[O-])ccc1O,71.5
O=C(O)/C=C/C(=O)N1CCOCC1,109.2
Cc1ccc2nc(CN(CCN(Cc3nc4ccc(C)cc4[nH]3)Cc3nc4ccc(C)cc4[nH]3)Cc3nc4ccc(C)cc4[nH]3)[nH]c2c1,-67.7*
c1ccc2sc(-c3cnn4cccnc34)nc2c1,99.8
CCCn1c(NC(=O)c2cccc(C(N)=O)c2)nc2ccc(CN3CCCCC3)cc21,72.9
O=C(O)CCC(=O)/C=C/c1cc(Cl)ccc1O,91.5
CN1CCN(Cc2ccc(NC(=O)c3cncc(C#Cc4nc(N)nc5[nH]ncc45)c3)cc2C(F)(F)F)CC1,1.4*

# By substructure, the compounds so far with a CF3 group
SMILES,HL-60(TB)
C=C1C(=O)O[C@H]2[C@H]1CC/C(C=Nc1c(N)cc(C(F)(F)F)cc1C(F)(F)F)=C\CC[C@@]1(C)O[C@@H]21,-24.9*
CN(C)CCn1c2ccccc2c2nc3cc(C(F)(F)F)ccc3nc21,24.7
CN1CCN(Cc2ccc(NC(=O)c3cncc(C#Cc4nc(N)nc5[nH]ncc45)c3)cc2C(F)(F)F)CC1,1.4*

# Next entries follow.
SMILES,HL-60(TB)
CCOc1nc(-c2ccccc2)cc2c(O)c(C(=O)NC)[nH]c(=O)c12,144.2
CN(C)CCCOc1cccc2c1C(=O)c1c(OCCCN(C)C)cccc1C2=O,86.1
COc1c(C(C)(C)C)cc([N+](=O)[O-])c(C)c1[N+](=O)[O-],101.8
CN(C)S(=O)(=O)Oc1ccc(-c2sc3cc(OS(=O)(=O)N(C)C)ccc3c2C(=O)c2ccc(OCCN3CCCCC3)cc2)cc1,53.2
Nc1nc2c3ccncc3cc(-c3cccc(Cl)c3)c2c2cnccc12,6.7*
COc1ccc(-c2nc(SCC(C)C)nc(N/N=C\c3cccc([N+](=O)[O-])c3)c2C#N)cc1,85.1
Cc1cc(NCc2cc(Nc3ccnc4cc(Cl)ccc34)ccc2F)nc(N2CCN(C)CC2)n1,-46.6*
CCn1cc(C(=O)O)c(=O)c2cc(F)c(N3CCN(C(C)C(=O)Nc4ccc(/C(C)=N/OC)cc4)CC3)cc21 (stereo unspecified),90.7
Clc1nc2ccccc2cc1Cn1nnnc1SCc1ccccc1,93.4
CCc1cc2c(cc1C(C)=O)C(C)(C)CC(C)C2(C)C (stereo unspecified),102.6
CC(C)(c1ccccc1)c1ccc(O)cc1,82.9
O=S(=O)(O)CCI,99.5
Nc1o[nH]c(=O)c1Cc1ccccc1,94.7
C/C=C/C(N)=O,107.2
COC(=O)c1nc(-c2ccc(C)cc2)oc1SCc1ccccc1,90.6

# Three compounds from above, sorted by SMILES length, highest first.
SMILES,HL-60(TB)
COc1ccc(-c2nc(SCC(C)C)nc(N/N=C\c3cccc([N+](=O)[O-])c3)c2C#N)cc1,85.1
CCOc1nc(-c2ccccc2)cc2c(O)c(C(=O)NC)[nH]c(=O)c12,144.2
COC(=O)c1nc(-c2ccc(C)cc2)oc1SCc1ccccc1,90.6

# Other compounds follow.
SMILES,HL-60(TB)
N#CCC1(c2ccccc2)CCCC1,102.9
CC1C2CCC3C4CC=C5CC(N(C)C)CCC5(C)C4CCC32CN1C (stereo unspecified),84.1&87.4
CCSc1nc2nc[nH]c3nc(=N)nc([nH]1)c23,97.3
CCC(C)OC(=O)c1ccc(OC)cc1 (stereo unspecified),97.0
CC(=O)O[C@H]1CC[C@H]2[C@@H]3CCC4=C(CC(F)C(=O)C4)[C@H]3CC[C@]12C (stereo partly specified),78.0
O=S(=O)(SC1=NCCN1)c1ccccc1,81.4
NC(=O)[C@@H]1Cc2ccccc2CN1C(=O)c1ccc2c(c1)CCC2,100.0[50 µM]
CC(Br)C(Br)CO (stereo unspecified),91.4
CCNC(=S)NC1C(=O)N(C)C(=O)N(C)C1=O,101.0
c1ccc2cc(SCCCN3CCOCC3)ccc2c1,184.0
CC(C)(O)/C=C/C(C)(C)O,92.1
O=c1nc2sccc(-c3ccc(F)cc3)c-2s1,105.7
COC(=O)/C=C1/S/C(=N\N=C\c2ccc(C(F)(F)F)cc2)N(c2ccccc2)C1=O,83.3
COc1ccc(-c2csc(N(C(=O)N3CCN(c4cc5c(cc4F)c(=O)c(C(=O)O)cn5C4CC4)CC3)c3ccccc3)n2)cc1,-29.6*
CC1CN(Cc2ccco2)C(=S)N(c2ccccc2)C1=O (stereo unspecified),61.3
CCCCCN1C=C/C(=C\C(=O)N2CCCc3ccccc32)c2ccccc21,54.8
COc1ccc(/C=C2\N=C3SCCCN3C2=O)cc1,93.5
CCOc1ccc(NC(=O)c2cc(OC)c(OC)c(OC)c2)cc1,-8.9*
CCN(C(=O)c1ccc(NC(=O)C2C3C=CC(C3)C2C(=O)O)cc1)c1ccccc1 (stereo unspecified),83.0
Cn1cc(-c2nn3cc(-c4ccc(C(F)(F)F)cc4)nc3s2)c2ccccc21,92.6
COc1ccc(/C=C2/C(=O)NC(SCC(=O)N3CCN(c4cc5c(cc4F)c(=O)c(C(=O)O)cn5C4CC4)CC3)=NC2N)cc1 (stereo unspecified),100.7
NC(=O)CC(NC(=O)CCl)C(=O)O (stereo unspecified),98.3
CCCCSc1nc(NC2CC2)c(C#N)c(-c2ccc(C(C)C)cc2)n1,32.4
COc1cc2c(=O)n(C3CCCCCCC3)c3c4cc[nH]c4ncc3c2cc1OC,57.6
O=C1c2cccc3c(-c4ccc5c(c4)ncn5C4CCCCC4)ccc(c23)C(=O)N1CCO,102.9
Cc1ccc(C2=NN(c3nc(-c4cc5ccccc5oc4=O)cs3)C(c3ccccc3)C2)cc1 (stereo unspecified),95.1
O=C(NCCCNc1nccc(-c2c(-c3cccc(F)c3)nc3sccn23)n1)c1ccccc1,101.5
Cc1cc(C)c2c(SC(C)C)nc(N)nc2n1,93.6
Cc1ccccc1N=Nc1c(S(=O)(=O)O)cc2cc(NC(=O)Nc3ccc4c(O)c(N=Nc5ccc6cc(S(=O)(=O)O)ccc6c5)c(S(=O)(=O)O)cc4c3)ccc2c1O,110.3
Cc1occc1-c1nnc(SCC(=O)Nc2nccs2)n1N1C(=O)CSC1=S,99.3
O=C1c2cccc(Cl)c2C(=O)c2c1cccc2[N+](=O)[O-],92.2
CC1=C/C(=N\NC(=O)c2ccncc2)CC(C)(C)C1,97.6
COc1cc2c(cc1OC)[C@H]1CCCN1CC2Sc1ccccc1 (stereo partly specified),100.9
C#Cc1cccc(NC(=O)Nc2cccc(NC(=O)C=C)c2)c1,61.3[8.25 µM]
CCCCCCCC(N)=O,102.8
CC(=O)NC1=C(C#N)C(c2ccccc2Cl)c2ccc3ccccc3c2O1 (stereo unspecified),99.3
CC(C)(C(Cl)(Cl)[N+](=O)[O-])C(Cl)(Cl)[N+](=O)[O-],89.6
CSC1=NC2C(N(C)C(=S)N2C)N1/N=C/C=C/c1ccccc1[N+](=O)[O-] (stereo unspecified),86.7
CC(=O)c1sc(-c2ccc(C)cc2)cc1O,96.7
O=C(/C=C/c1ccccc1Cl)c1cccc(OCCCCOc2cccc(C(=O)/C=C/c3ccccc3Cl)c2)c1,105.1
N[C@@H](Cc1ccccc1)[C@@H](O)C(=O)NCc1ccccn1,98.7
CC(=O)c1nn(-c2ccccc2)cc1C(=O)c1cc2cc(Br)ccc2oc1=O,36.1
O=C(Nc1nc2ccc(C(F)(F)F)cc2s1)c1cc(Cl)ccc1O,-54.4*
Fc1ccc(OCc2n[nH]c(=S)n2-c2ccccc2)cc1,80.7
COc1ccc(/C(C)=N/NC(=O)COc2ccc3c(C)c(Cc4ccccc4)c(=O)oc3c2C)cc1OC,94.8
O=C(Nc1ccc(Cl)cc1)Sc1nnc2sc3ccccc3n12,105.4
CCOC(=O)c1ccccc1C(C)CC (stereo unspecified),101.0
CCOC(=O)C1=NN(c2ccccc2)C(=O)/C1=C\N1CCNC1=S,103.1
O=[N+]([O-])c1ccc(N=Nc2c(Cl)c(O)c3ccccc3c2O)nc1,125.8
COc1ccccc1N1CCN(CCCOc2ccc(C(=O)/C=C3/C(=O)Nc4ccccc43)cc2)CC1,52.8
CN1C(CCl)Nc2cc(Cl)c(S(N)(=O)=O)cc2S1(=O)=O (stereo unspecified),136.1&97.7
CCOC(=O)C1=C(C)n2nc(CC#N)c(C#N)c2NC1c1ccc(C2Nc3c(C#N)c(CC#N)nn3C(C)=C2C(=O)OCC)cc1 (stereo unspecified),118.0
Cc1cc(Br)ccc1Nc1nc(N)nc(N)c1N=O,102.8
O=C(/C(=C/c1ccc(Br)cc1)c1ccccc1)c1ccccc1,89.3
COc1ccc(/C=C/c2c(C(=O)c3ccccc3)c(C)nc3ccccc23)cc1,91.5
COc1cc(C2CN(C)C3(C(=O)Nc4ccccc43)C2C(=O)c2ccc(Br)cc2)cc(OC)c1OC (stereo unspecified),100.8
O=C(NNC(=O)c1ccncc1)C1=CN=C2Sc3cc(F)ccc3N2[C@H]1c1ccccn1,103.5
C/C(=N\Nc1ccc(C(=O)O)cc1)c1cnn(-c2cc(=O)[nH]c3ccc(Br)cc23)c1C,93.0
C[C@@H]1N=C(c2ccc(Cl)cc2)Nc2nc3ccccn3c2C1=O,101.9
Nc1nc(N)c2c(n1)NC(c1ccc(Cl)cc1)C1CCc3ccccc3C1=N2 (stereo unspecified),13.5
# Next results follow.
SMILES,HL-60(TB)
Cn1cc(-c2csc(-c3cn(C(=O)OC(C)(C)C)c4ccc(Br)cc34)n2)c2ccnc(Cl)c21,115.2
CC(=O)Nc1nc(C)c(C(=O)N/N=C/N2CCOCC2)s1,188.3
CCC(=O)Nc1ccccc1,106.7
CC(=O)N1N=C(c2ccc(F)cc2)CC1c1sc(N(C)Cc2ccccc2)nc1Cl (stereo unspecified),109.1
COc1cc(OC)c(/C=C/c2ccc3ccccc3[n+]2C)c(OC)c1,-29.5*
Cc1cc(C)c(-c2c(N)cc(Br)cc2Br)c(N)c1,21.1
O=S(=O)(NCCNc1nccc(-n2cnc3ccccc32)n1)c1cccc2ccccc12,132.8
O=C(CSc1nc2ccccc2c(=O)n1-c1ccccc1)N/N=C/c1ccc(N2CCCCC2)cc1,108.3
Nc1ncnc2c1cnn2C1CC(O)C(CO)O1 (stereo unspecified),119.3&94.0

# These rows are one share of the data; count on the stated rates, not on these rows.
